Source: PubChem BioAssay (Broad Institute)
esBAF inh: inhibitors of esBAF chromatin remodeling in mouse ES cells. Bmi1-luciferase knock-in reporter, 24 h; 100% = twice the neutral-well signal. reporter increase, % at 12.5 µM. 350,000 compounds, 2% hits. AID 602393; in the data active means activation above about 40%; inconclusive means no clear call, values can overlap the other calls;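 further: 0% = median of the plate's neutral control wells and 100% = double that signal; a rise in the Bmi1 reporter signal indicates esBAF inhibition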
C2C12 statin: suppressors of simvastatin-induced myotoxicity in C2C12 myotubes | 330,000 compounds, 0.78% hits | rescue of ATP level, % at 7.49 µM | ATP luminescence, 48 h; scaled: DMSO 0, geranylgeraniol control 100 | AID 602340;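 active means mean ATP rescue above about 67%, or every replicate alone reaching that limit, limit read from the data, passing the limit was not always enough; inconclusive means no clear call, values can overlap the other calls; inactive means mean under the limit and some replicate under it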;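 further: myotubes were challenged with 10 µM simvastatin during compound exposure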
Numbers without * were called inactive; ? = inconclusive.

SMILES	esBAF inh	C2C12 statin
CC(C)CC[n+]1ccn(-c2nc3ccccc3nc2[N-]S(=O)(=O)c2ccccc2)c1	-1	-7
COCCOc1ccc(C(F)(F)F)cc1Nc1nc2ccccc2o1	62*	7
CC(C)(C)OC(=O)N[C@H](Cc1ccccc1)C(=O)N1CCC(C(=O)O)CC1	-1	-6
c1ccc2[nH]c(CSc3nc4ccccc4o3)nc2c1	20	22
O=C(COc1ccccc1)N1CCN=C1SCc1cccnc1	-22	13
CC(C)(C(N)=O)N1CCN(c2ncc(C(F)(F)F)cc2Cl)CC1	1	10
COc1ccc(C2=CC3=C(Br)C(=O)C(C)(OC(=O)c4ccco4)C(=O)C3=CO2)cc1 (centres undefined)	37	2
C=CCOc1ccc(C2N3CC4(C)CN2CC(CCC)(C3)C4=O)cc1 (centres undefined)	5	15
Cc1nnc(NC(=O)c2ccc(S(=O)(=O)N3CCCCCC3)cc2)o1	-8	2
O=C(CNC(=O)c1ccc(Br)o1)NCc1ccc2c(c1)OCO2	2	-7
Cc1nc(N2CCN(C(=O)c3ccco3)CC2)c2oc3ccccc3c2n1	-4	8
O=S(=O)(Nc1nccs1)c1ccc(Cl)cc1	1	6
Cc1cc(OCC(=O)N2CCOCC2)cc2oc(=O)c3ccccc3c12	-5	1
CN(C)S(=O)(=O)c1ccc(S(=O)(=O)N(CC(=O)Nc2ccccc2)Cc2ccco2)cc1	1	-10
CC(C)=CC(=O)Nc1nnc(C)s1	22	5
COc1ccc(CNCCc2ccccc2)cc1OCC(N)=O	8	-14
COc1ccc(C(=O)Nc2cccc(-c3nnc(-c4ccco4)o3)c2)cc1	28	-1
COc1cc2nc(SCc3ccc(Cl)cc3Cl)n(Cc3cccs3)c(=N)c2cc1OC	-5	-5
CCn1c(=O)c(C(=O)Nc2ccccc2C)c(O)c2ccccc21	44*	2
CC(C)(C)OC(=O)N1CCCC1C(=O)NCCc1ccccc1 (centres undefined)	-9	8

Overlap with the part before: 2 entries; new compounds follow.
SMILES	esBAF inh	C2C12 statin
CCn1c(=O)c(C(=O)Nc2ccccc2C)c(O)c2ccccc21	44*	2
CC(C)(C)OC(=O)N1CCCC1C(=O)NCCc1ccccc1 (centres undefined)	-9	8
COc1ccc(OC)c(NC(=O)c2ccccc2NS(=O)(=O)c2cccc3cccnc23)c1	6	20
COC(=O)C1=C(C)N(Cc2ccccc2)C(=NCCc2cccnc2)N[C@H]1c1ccccc1	1	-46
O=C(CCc1ccc(S(=O)(=O)NC2CCCCC2)cc1)NCc1ccc(Cl)cc1	-7	-10
O=C(Nc1ccccc1C(=O)N1CCCC1)C1CCN(c2ncccn2)CC1	0	-5
Cc1nc(NCC2CCCO2)[nH]c(=O)c1CCC(C)C (centres undefined)	0	1
COc1ccccc1C(=O)NC(CCSC)C(=O)OCC(=O)NC(=O)NCc1ccco1 (centres undefined)	-5	14
Cc1ccc2cc(CN(C(=O)c3ccco3)c3ccccc3)c(=O)[nH]c2c1	54*	38
Cc1ccc(S(=O)(=O)N2CCOCC(=O)NCCOCCNC(=O)COCC2)cc1	-10	-2
COc1ccc(C2OC34CCCCC3C(C#N)(C#N)C2(C#N)C(=N)O4)cc1 (centres undefined)	1	-8
COc1ccc2c(C(=O)CN3CCN(CCO)CC3)c[nH]c2c1	1	0
COc1ccccc1Nc1nc(-c2ccc([N+](=O)[O-])cc2)nc2ccccc12	-11	-6
CCOC(=O)c1cc(C#N)c(Oc2cccc(C(F)(F)F)c2)nc1-c1ccccc1	3	-39
CCSc1ccc([C@@H]2[C@H]3C(=O)N(CC)C(=O)[C@H]3[C@]3(C(=O)OC)CCCCN23)cc1OC	-3	-36
CSc1cccc(NC(=O)CN(c2cc(C)ccc2C)S(C)(=O)=O)c1	-1	27
CCCc1ccc(OCc2ccc(C(=O)O)o2)c(OC)c1	11	2
CCCCc1nc2sc3c(c2c(=O)[nH]1)CCC3	-5	-1
C#CCOCCOCCOCCNc1nc(N2CCN(C(=O)C([C@@H](C)CC)n3cc(C(N)Cc4ccc(O)cc4)nn3)CC2)nc(N2CCN(C(=O)[C@H](CCC(=O)O)n3cc(C(N)Cc4ccc(O)cc4)nn3)CC2)n1 (some centres undefined)	-10	8
COc1ccc(C2CC(C(F)(F)F)n3nc(C(=O)NCCCn4ccnc4)cc3N2)cc1OC (centres undefined)	-5	-2
Cc1ccc(C)c(N2CCN(Cc3nnnn3C3CCCCC3)CC2)c1	0	3
COc1ccc(/C=C2\Oc3cc(OCC(=O)N4CCC(C(=O)O)CC4)ccc3C2=O)c(OC)c1	-9	10
COc1ccccc1NC(=S)Nc1cccc(F)c1	8	9
CCOc1cc(C)ccc1OCc1nnc(SCC(=O)c2cccc([N+](=O)[O-])c2)n1CC	-1	-9
O=C(NC1CCCC1)C1CCN(c2nccs2)CC1	-6	22
Cn1cc([N+](=O)[O-])c(C(=O)N/N=C/c2ccccc2)n1	11	15
O=C(/C=C/NNC(=O)c1ccccc1)c1ccccc1	16	-7
CCOC(=O)c1c(NC(=O)CSc2nnc(C)s2)sc2c1CCC(C)C2 (centres undefined)	-5	98*
Cc1ccc(-c2cc(C(=O)Nc3ccc4c(c3)OCCO4)c3ccccc3n2)cc1	24	-28
CN(C)c1ncnc2c1ncn2C1OC(CO)C(O)C1O (centres undefined)	-16	-106
O=C(NCc1ccccc1)C(c1ccc(F)cc1)N(Cc1ccco1)C(=O)c1ccccn1 (centres undefined)	-4	8
COc1ccc(C(=O)N2CCCC(c3ccccc3)C2)cc1 (centres undefined)	10	-5
O=C(CSc1ncccc1C(=O)O)c1ccccc1	1	13
COc1ccc2c3c(cccc13)N(C)N=C2C	-11	-7
O=C(c1cc(S(=O)(=O)N2CCCCC2)c(Cl)cc1N1CCOCC1)N1CCOCC1	-11	-9
CCCOc1ccc(C(CC(=O)O)NC(=O)c2cccs2)cc1 (centres undefined)	-10	-11
O=C(Oc1c(Cl)cc(Cl)c2cccnc12)N1CCCCC1	34	-6
c1ccc(SSc2ccccn2)nc1	-7	5
O=C1C2C3CCCC3=C3CCCC3C2C(=O)N1c1ccccc1 (centres undefined)	-6	5
CO/N=C(/c1nonc1N)N1CCN(c2ccc([N+](=O)[O-])cc2)CC1	-3	-1
Cc1cc2[nH]c(=O)c(=O)[nH]c2cc1S(=O)(=O)NCc1ccc(Cl)cc1	-9	7
Cc1ccccc1N/N=C1\CCCNC1=O	-5	2
CCC/C=C(\CCC)C(NC(=O)Cc1ccccc1)c1ccc(C(=O)OC)cc1 (centres undefined)	6	-7
CCCc1cc(C(=O)Cc2ccc(F)cc2)c(O)cc1O	-2	16
COc1ccc2nc3oc(C(=O)N4CCCCC4)cc3cc2c1	?	-48
COc1ccc(Nc2cc(C(=O)NCCCN3CCN(C)CC3)c3ccccc3n2)cc1	-6	-35
O=c1cc(-c2ccccc2)n(S(=O)(=O)c2ccc3ccccc3c2)o1	3	-5
CCCCn1c(CN(C)Cc2ccccc2)nc2c1c(=O)n(C)c(=O)n2C	-15	-8
Cc1cc(O)c(C(C)C)cc1NC(=O)c1ccc(Cl)cc1	4	1
Cc1onc(-c2ccccc2)c1C(=O)Nc1cccc2nsnc12	5	3
Cc1ccc(N=Cc2ccc(O)cc2O)cc1F	1	9
COc1ccccc1CNCc1ccc(OC)c(OC)c1OC	1	-14
Cc1ccc(-c2nnc(N3CCOCC3)c3ccccc23)cc1S(=O)(=O)NCC1CCCO1 (centres undefined)	4	-13
Cc1cc(C)cc(-n2nnnc2-c2cn(C)nc2C(F)(F)F)c1	8	4
CC(=O)Nc1ccc(NC(=O)CN2CCCC(C)C2)c(Cl)c1 (centres undefined)	50*	9
CC1Cc2ccccc2N1C(=O)Cn1nc(C(=O)O)c2ccccc2c1=O (centres undefined)	-3	5
CCOC(=O)CC1=C(C#N)C(c2cccnc2)C(C(=O)OCC)=C(N)O1 (centres undefined)	-4	-5
Cn1nc(-c2ccccc2F)c2cc(C(=O)N3CCN(C(=O)c4ccco4)CC3)sc21	6	4
COC(=O)c1ccc(C(=O)OC)c(NC(=O)CS(=O)(=O)Cc2ccccc2)c1	-6	-5
CCOC(=O)c1cc2c(C(F)(F)F)cc(-c3cccnc3)nc2o1	1	-7
COc1cccc(OCC(O)CN2CC(C)CC(C)C2)c1 (centres undefined)	0	13
N=C1C(c2nc(-c3ccc(F)cc3)cs2)=C(O)CN1Cc1ccc(Cl)cc1	2	-14
(list continues)
SMILES	esBAF inh	C2C12 statin
CN1CCN(c2ccccc2NC(=O)c2ccc([N+](=O)[O-])o2)CC1	10	5
CCOC(=O)c1nc(N)sc1C(=O)OCC	-8	6
COc1cc(NC(=O)C2CC2C)c(C(=O)O)cc1OC (centres undefined)	-7	5
O=C(O)Cc1csc2ccccc12	2	1
Cc1c(C(=O)Nn2cnnc2)oc2ccccc12	-3	-4
COc1cccc(OC)c1NC(=O)Cc1nn(C)c(=O)c2ccccc12	-6	19
Cc1cccc(N(Cc2ccccc2F)S(C)(=O)=O)c1	6	21
N#CC(c1ccc(Cl)cc1)c1ccc(Cl)nn1 (centres undefined)	-2	106*
COc1cccc(C(C#N)N2CCOCC2)c1 (centres undefined)	-8	-3
COC(=O)c1c(C)[nH]c(C)c1-c1ccccc1	-8	2
COc1ccc(/C=C/c2nc3sc4c(c3c(=O)o2)CCC4)cc1	5	-7
CCNC(=O)NC(=O)COC(=O)CNC(=O)COc1ccccc1	-13	-4
CC1CN=C(N(C(=O)Nc2ccccc2)C(C)C)S1 (centres undefined)	-4	-22
COc1ccccc1CN1CC(C(=O)N2CCN(c3ccc(F)cc3)CC2)CC1=O (centres undefined)	-16	0
CCOC(=O)C(CC(=O)O)N1CCCCC1 (centres undefined)	7	-22
Brc1ccc(-c2nnc(-c3ccco3)o2)cc1	60*	9
CCC1C(=O)N=C(SCC(=O)Nc2ccccc2)NC1=O (centres undefined)	6	34
O=C(CN1C(=O)c2ccccc2C1=O)OCC(=O)N1CCc2ccccc2C1	1	-1
O=C1c2ccccc2-c2c1cccc2C(=O)N1CCCCC1	-3	-14
CC(C)NS(=O)(=O)c1ccc(OCC(=O)NCc2ccccc2)cc1	-4	7

A draw from above in order of molar mass, largest number first:
SMILES	esBAF inh	C2C12 statin
O=C(CN1C(=O)c2ccccc2C1=O)OCC(=O)N1CCc2ccccc2C1	1	-1
COc1cccc(OC)c1NC(=O)Cc1nn(C)c(=O)c2ccccc12	-6	19
CCNC(=O)NC(=O)COC(=O)CNC(=O)COc1ccccc1	-13	-4
CCOC(=O)c1nc(N)sc1C(=O)OCC	-8	6
Cc1c(C(=O)Nn2cnnc2)oc2ccccc12	-3	-4

An excerpt from above in order of the esBAF inh value, smallest number first.
Compound	esBAF inh
COc1cc(NC(=O)C2CC2C)c(C(=O)O)cc1OC (centres undefined)	-7
CC(C)NS(=O)(=O)c1ccc(OCC(=O)NCc2ccccc2)cc1	-4
O=C1c2ccccc2-c2c1cccc2C(=O)N1CCCCC1	-3
CCOC(=O)C(CC(=O)O)N1CCCCC1 (centres undefined)	7
Brc1ccc(-c2nnc(-c3ccco3)o2)cc1	60*

Additional structures:
SMILES	esBAF inh	C2C12 statin
Cc1ccc(Oc2nc(-c3ccccc3)ncc2S(C)(=O)=O)cc1	-11	4
CCn1cc(C2=NOC(C(=O)O)C2)c(C)n1 (centres undefined)	0	-15
COc1ccc2nc(NC(=O)C(NS(=O)(=O)c3cccs3)C(C)C)sc2c1 (centres undefined)	0	13
COc1ccc(S(=O)(=O)N(CC(=O)N2CCN(C)CC2)c2ccccc2)cc1OC	-3	1
COc1ccc(NC(=O)CN(C2CCCCC2)S(C)(=O)=O)cc1OC	1	9
O=C(COc1ccc(/C=N/NC(=O)c2cc3ccccc3o2)cc1Br)Nc1ccccc1	?	-132
Cc1ccc(S(=O)(=O)c2nc(-c3ccco3)oc2SCC(=O)NCC2CCCO2)cc1 (centres undefined)	-2	20
COc1cccc(C2CC(c3cccs3)Nc3ncnn32)c1 (centres undefined)	-8	5
O=c1[nH]c(CSc2nc3ccccc3o2)nc2c1cnn2-c1ccccc1	-4	-19
O=C(COc1ccc(F)cc1)N1CCC(Cc2ccccc2)CC1	15	2
CC1=C/C(=N\OS(=O)(=O)c2ccccc2)C=CC1=O	-23	1
CCOC(=O)Cn1cc(C(=O)c2ccco2)c2ccccc21	1	4
CCc1ccc(C(O)c2ncc(-c3cccc(OC)c3)[nH]2)cc1 (centres undefined)	4	1
COc1ccc(OC(C)C(=O)Nc2cccc(OC)c2)cc1 (centres undefined)	-4	23
CC(C1CC2CCC1C2)n1c(COc2ccccc2F)nnc1SCC(N)=O (centres undefined)	-6	-5
OCc1nn2c(c1Br)NC(c1ccccc1)CC2C(F)(F)F (centres undefined)	-5	-3
CSc1nc(N)c(C#N)c(-c2ccc(Cl)cc2)c1C#N	-4	-40
O=c1ccc(=O)n2n1CC(O)C2	-4	-4
COC(=O)c1ccccc1NC(=O)CSc1nnc(Cc2ccc(Cl)cc2)o1	-6	-10
O=C(N/N=C/c1ccc[nH]1)c1cccnc1	-2	-4
OCC#Cc1cnc2ccccc2c1	14	0
Cc1ccc2c(c1)CC1(CN2C)C(=O)OC2(CCCCC2)OC1=O	-10	-14
Cn1[nH]c(=O)c(Cl)c(Cl)c1=O	1	5
COc1ccc(C(CC(=O)O)NC(=O)c2cccs2)cc1 (centres undefined)	-3	-3
Cc1ccnc(N2CCCC(C(=O)Nc3cc(F)ccc3C)C2)n1 (centres undefined)	4	45
CCn1c(SCc2ccc(C)cc2)nnc1-c1nn(-c2ccccc2)ccc1=O	-5	10
CCC(C)Sc1nc2c(c(=O)[nH]c(=O)n2C)n1CC(O)COc1cccc2ccccc12 (centres undefined)	-3	-1
Cc1cc(C(=O)OCC(=O)N2C(C)CCCC2C)c(C)o1 (centres undefined)	-5	5
Cc1ccc(O)c(C=Nc2cc(C)ccc2O)c1	20	34

Not all compounds are listed; count on the stated rates, not on these rows.
